PTK2B oligo ant: blocks oligomerization of human Pyk2 in cells; Q293 cells, Pyk2 FERM NanoBiT luminescence; hits give low values; z-score (the deposit names both 25 µM and 10 µM); 99,000 tested, 0.83% active;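 active = Z-score of -3 or lower, scaled per plate to the spread of control and sample wells; inactive = z-score above -3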;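 also: negative z-score means lost luminescence so less FERM oligomerization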
MT1-MMP txn act: MT1-MMP promoter transcription activation; activation factor at 10 µM; HT1080 MT1-MMP promoter luciferase reporter, luminescence, overnight; hits give high values; AID 750; 86,000 tested, 0.16% active;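 active = activation factor of at least 2 for MT1-MMP transcription at 10 µM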
CYP2C9 activ: CYP2C9 (human) activation; P11712; recombinant CYP2C9, luciferin-H conversion, luminescence; hits give high values; factor 1 = untreated enzyme, 0 = blocked; 96,000 tested, 1.4% active; activation factor at 5 µM;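 active = activation factor of 2 or more for CYP2C9 at a 5 µM dose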;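 also: 0 = sulfaphenazole-blocked wells and 1 = vehicle-only wells; values of inactives mirror those of a sister screen read the other way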
CYP2C9 inh: blocks human cytochrome P450 2C9. P11712. AID 777. inhibition, % at 5 µM. CYP2C9 Supersomes, luciferin-H conversion, luminescence. 96,000 tested, 20% active;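 active = blocking of liver enzyme CYP2C9 beyond about 50% at 5 µM, limit read from the data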; also: values of inactives mirror those of a sister screen read the other way
CYP2C19 act: increases human CYP2C19 enzyme activity | recombinant CYP2C19, luciferin-H EGE luminescence; hits give high values; 0 = fully inhibited enzyme, 1 = untreated enzyme | activation factor at 5 µM | 96,000 tested, under 10 active | AID 1025;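 active = activation factor of at least 2 at 5 µM in the primary screen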;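 also: 0 = wells with 2.5 mM tranylcypromine and 1 = vehicle-only wells; values of inactives mirror those of a sister screen read the other way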
Target sequence (P33261 whole entry, looked up): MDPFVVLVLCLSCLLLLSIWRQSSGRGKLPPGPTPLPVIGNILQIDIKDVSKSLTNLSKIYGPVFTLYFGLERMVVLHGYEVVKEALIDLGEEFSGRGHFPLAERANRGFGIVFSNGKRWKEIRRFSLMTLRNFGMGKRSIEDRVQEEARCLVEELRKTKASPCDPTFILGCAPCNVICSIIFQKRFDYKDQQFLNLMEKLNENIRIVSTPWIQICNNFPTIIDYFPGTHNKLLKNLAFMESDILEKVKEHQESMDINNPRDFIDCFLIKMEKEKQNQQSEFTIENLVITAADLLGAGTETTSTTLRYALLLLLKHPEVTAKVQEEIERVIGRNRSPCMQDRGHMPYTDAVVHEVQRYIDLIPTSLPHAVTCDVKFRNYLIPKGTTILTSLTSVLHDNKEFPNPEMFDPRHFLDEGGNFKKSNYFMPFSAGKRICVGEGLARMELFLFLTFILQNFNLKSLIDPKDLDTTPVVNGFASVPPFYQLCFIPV
PLAP act: activators of human placental alkaline phosphatase; AID 696; P05187; purified PLAP enzyme, luminescent substrate read-out; hits give high values; activation fold at 20 µM; 96,000 tested, 1.2% active; in the data active = activation fold above about 2
Target sequence (P05187 whole entry, looked up): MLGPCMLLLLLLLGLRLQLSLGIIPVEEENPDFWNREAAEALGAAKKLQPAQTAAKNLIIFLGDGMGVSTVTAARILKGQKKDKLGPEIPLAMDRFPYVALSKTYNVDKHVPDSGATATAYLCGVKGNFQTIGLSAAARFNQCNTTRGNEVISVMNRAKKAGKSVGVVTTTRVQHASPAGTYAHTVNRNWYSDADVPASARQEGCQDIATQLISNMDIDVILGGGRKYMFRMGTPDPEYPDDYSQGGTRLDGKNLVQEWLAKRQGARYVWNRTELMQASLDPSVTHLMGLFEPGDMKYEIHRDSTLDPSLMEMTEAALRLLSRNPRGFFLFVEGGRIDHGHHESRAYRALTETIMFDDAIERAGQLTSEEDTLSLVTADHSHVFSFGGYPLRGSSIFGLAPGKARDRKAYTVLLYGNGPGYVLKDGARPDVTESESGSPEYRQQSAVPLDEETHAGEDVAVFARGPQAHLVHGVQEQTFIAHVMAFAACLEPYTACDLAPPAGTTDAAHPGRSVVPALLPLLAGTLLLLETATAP
CD11b adhes inh: CD11b/CD18-fibrinogen binding inhibition | K562 CD11b/CD18 adhesion to fibrinogen, ATPlite luminescence; Mn2+ added to activate the integrin | 93,000 tested, 0.54% active | P05107+P11215 | inhibition, % at 10 µM;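 active = primary inhibition of 50% or more at 10 µM, then 40% or more on retest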; also: some results filed as inactive read as strong as hits
CYP2C19 inhib: human CYP2C19 inhibition | AID 778 | P33261 | inhibition, % at 5 µM | 96,000 tested, 21% active | CYP2C19 Supersomes, luciferin-H EGE luminescence, 30 min;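 active = CYP2C19 inhibition above a set limit at 5 µM in the primary screen, cut at about 50% in these data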;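 also: plate controls were negative control wells for no effect and 2.5 mM tranylcypromine positive control for full effect; values of inactives mirror those of a sister screen read the other way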
CD11b adhes enh: CD11b/CD18-fibrinogen binding enhancement; activation, % at 10 µM; 93,000 tested, 0.07% active; K562 CD11b/CD18 adhesion to fibrinogen, ATPlite luminescence; P05107+P11215;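 active = 10 µM primary screen giving 50% or more activity, confirmed by 40% or more on retest at that dose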; also: strong numbers were not always called active; reference of the scale not given here
The depositor's hits bear a star; nt = no result given.

PTK2B oligo ant	MT1-MMP txn act	CYP2C9 activ	CYP2C9 inh	CYP2C19 act	PLAP act	CD11b adhes inh	CYP2C19 inhib	CD11b adhes enh	Structure
0.83	1.1	0.3	68*	0.5	1.8	-3	50*	0	CCOc1ccc2[nH]c(=O)c(C(c3nnnn3CC3CCCO3)N3CCc4ccccc4C3)cc2c1 (centres undefined)
0.2	1.1	1.3	-29	1	1.1	nt	-2	nt	COCCCNC(=O)Cn1nc(-c2ccccc2OC)ccc1=O
-1.7	0.9	0.3	69*	0.8	1.9	-9	22	1	CCN(CC)S(=O)(=O)c1ccc2c(c1)nc(SCc1nc3ccsc3c(=O)[nH]1)n2CC
-0.56	1.1	0.5	48	0.8	0.9	-38	24	6	CC(C)c1ccc(S(=O)(=O)N2CCN(CCC(=O)Nc3ccc(N(C)C)cc3)CC2)cc1
0.69	1.1	1	-4	1	0.9	-3	-2	-4	CC(=O)NC(C)C(=O)OCC(=O)c1ccc(Cl)s1 (centres undefined)
0.14	1.1	0.3	65*	0.6	1.1	3	35	1	O=C(CC(C(=O)N1CCc2ccccc21)n1ccnc1)NCC1CCCO1 (centres undefined)
-0.04	nt	1	4	0.9	1.1	4	11	-1	CCCC(=O)c1c[nH]c(C(=O)NCc2ccco2)c1
1.9	1	0.8	19	1	0.9	2	5	-2	CC(C)(C)C(=O)Nc1cccc(-c2nc3ccccc3c(=O)o2)c1
nt	1.1	0.9	11	1.1	1.1	6	-7	2	O=c1[nH]c(SCc2ccc(F)cc2)nc2c1cnn2-c1ccc(F)cc1
-1.5	1.2	0.7	35	0.2	1.3	-4	78*	7	O=C(CN1CCN(S(=O)(=O)c2ccc(Br)cc2)CC1)Nc1ccc2c(c1)OCCO2
-0.98	1	0.4	58*	0.6	1.5	8	40	0	CCC(=O)N1CCN(c2ccccc2NC(=O)COc2cccc(C)c2)CC1
-1.2	1	0.8	20	0.9	0.9	-5	9	-3	c1ccc(-c2cc3c(-n4cccc4)ncnc3o2)cc1
1.5	1.1	0.7	28	1	0.8	-5	2	-3	CCCCc1nc(NCc2ccccc2)c(C#N)c2c1COC(C)(C)C2
-0.71	1.1	0.7	34	1.1	0.9	-4	-11	-12	NS(=O)(=O)c1ccc(NC(=O)CSC2=NC(=O)C(c3ccccc3)C(=O)N2)cc1 (centres undefined)
1.3	1	0.6	37	0.8	1	-10	20	7	O=C(C1CCCCC1)N1CCN(c2ccccc2F)CC1
0.1	1.1	1	-2	0.9	1	-1	8	4	CC(=O)c1cccc(NC(=O)Nc2c(C)nn(C)c2C)c1
2.6	1	0.8	22	0.7	1	nt	32	nt	COc1cc(CCC(=O)OCC(=O)Nc2ncc(Cl)cc2Cl)cc(OC)c1OC
0.27	1.3	1	4	1	0.9	nt	-1	nt	CN(C)C=NCCn1c(N2CCOCC2)nc2c1c(=O)n(C)c(=O)n2C
1.1	1	0.7	26	0.9	1.8	-3	9	-2	COc1ccc(CCNC(=O)CN2CCN(S(=O)(=O)c3ccc(Cl)cc3)CC2)cc1OC
1.8	0.8	1.1	-13	1.2	1.4	19	-23	-4	O=C(O)CCC(=O)Nc1ccc(N2CCCCCC2)cc1
0.02	1.1	1	0	0.8	1.1	-1	20	1	CCOCCN(C(=O)COC)c1cccc(OC)c1
0.27	1.1	0.7	30	0.8	1	10	22	-1	CCCn1c(=O)c2ccccc2n2c(SCC(=O)Nc3cc(C)on3)nnc12
1.1	1.1	1.1	-13	1.1	1	-14	-13	-3	O=C(CSCCO)Nc1cccc(C(F)(F)F)c1
1.1	1.2	0.7	31	0.8	0.8	-14	20	21	Cc1ccc2cc(C(c3nnnn3Cc3ccccc3)N3CCc4ccccc43)c(=O)[nH]c2c1C (centres undefined)
-0.31	nt	0.9	14	1	1	10	-5	-2	CCN(CC)c1nc(-c2ccc(Cl)cc2)cc(C(F)(F)F)c1C#N

By substructure, the compounds so far with an NH in an aromatic ring (five)
PTK2B oligo ant	MT1-MMP txn act	CYP2C9 activ	CYP2C9 inh	CYP2C19 act	PLAP act	CD11b adhes inh	CYP2C19 inhib	CD11b adhes enh	Structure
0.83	1.1	0.3	68*	0.5	1.8	-3	50*	0	CCOc1ccc2[nH]c(=O)c(C(c3nnnn3CC3CCCO3)N3CCc4ccccc4C3)cc2c1 (centres undefined)
-1.7	0.9	0.3	69*	0.8	1.9	-9	22	1	CCN(CC)S(=O)(=O)c1ccc2c(c1)nc(SCc1nc3ccsc3c(=O)[nH]1)n2CC
-0.04	nt	1	4	0.9	1.1	4	11	-1	CCCC(=O)c1c[nH]c(C(=O)NCc2ccco2)c1
nt	1.1	0.9	11	1.1	1.1	6	-7	2	O=c1[nH]c(SCc2ccc(F)cc2)nc2c1cnn2-c1ccc(F)cc1
1.1	1.2	0.7	31	0.8	0.8	-14	20	21	Cc1ccc2cc(C(c3nnnn3Cc3ccccc3)N3CCc4ccccc43)c(=O)[nH]c2c1C (centres undefined)

(cont.)
PTK2B oligo ant	MT1-MMP txn act	CYP2C9 activ	CYP2C9 inh	CYP2C19 act	PLAP act	CD11b adhes inh	CYP2C19 inhib	CD11b adhes enh	Structure
2.3	1	1	4	0.9	0.9	-11	7	-2	COc1ccc(C(C#N)N2CCCCC2)cc1OC (centres undefined)
0.68	1.1	0.6	36	0.6	0.9	-5	37	2	Cc1ccc(NCc2nnc(SCC(=O)OC3CCCCC3)o2)c(C)c1
1.8	1.1	1	-3	1	0.8	-31	3	7	COc1ccc(Br)cc1-c1noc(-c2ccccc2F)n1
-1.1	1.2	1.7	-70	0.8	0.9	-21	18	8	CCOC(=O)c1cnc(SCc2cccc(C)c2)nc1N
-2.6	nt	0	95*	1	1.2	86*	2	-12	Cc1c(C(=O)OC(C)C)sc(NC(=O)c2cccnc2)c1C#N
nt	0.9	1.1	-10	1.2	1.4	-22	-20	9	CC(C)Sc1nc2c(cnn2-c2ccc(F)cc2)c(=O)[nH]1
0.5	0.9	0.9	5	0.9	0.9	-8	14	-2	CCOC(=O)C1=C(C)N(C)C(=O)NC1c1cccc(O)c1 (centres undefined)
0.03	1.2	0.1	92*	0	1.3	-34	100*	3	O=C(c1ccncc1)N1CCN(c2cccc(C(F)(F)F)c2)CC1
2.9	1.2	0.9	6	0.4	1.5	8	65*	-1	O=C(COc1cc(Cl)c(Cl)cc1Cl)NCCN1CCOCC1
-2	1.7	0.6	41	0.8	0.9	-1	24	-8	CCOC(=O)c1sc(Nc2ccccc2)nc1C
0.93	1.2	0.8	17	1	1	20	4	3	COC(=O)c1[nH]nc2c1C(=O)N(Cc1ccccc1)C2=O
0.42	1.2	0.6	41	1	1.1	nt	0	nt	O=C(CCNS(=O)(=O)c1ccc2c(c1)CCC(=O)N2)NCc1ccc2c(c1)OCO2
0.54	1.2	0.9	8	0.6	0.9	0	40	8	C=CCn1c(CCNC(=O)C(C)(C)C)nc2ccccc21
-0.11	nt	1	-2	1.1	0.9	nt	-6	nt	Cc1cccc[n+]1C1C(c2ccccc2)C(C#N)=C(C(=C=[N-])C#N)NC1(O)C1CC1 (centres undefined)
0.85	nt	1.1	-9	0.9	0.9	-10	12	0	CC(=O)Nc1ccc(S(=O)(=O)NNC(=O)COc2ccc(C(C)(C)C)cc2)cc1
nt	1.1	0.7	29	0.8	1.4	2	16	1	COc1ccc(Cc2nc3ccc(S(N)(=O)=O)cc3[nH]2)cc1OC
0.25	1	0.6	35	0.9	0.8	-3	13	-2	CCOC(=O)c1cnc(SCC(=O)Nc2nnc(CC)s2)nc1N
0.34	1.2	1	2	1	0.8	-28	3	-2	CCCn1nc2ccccc2c1P(=N)(N1CCOCC1)N1CCOCC1
-2	nt	0.7	32	0.6	1.2	13	44	-4	CC(C)Cc1nnc(NC(=O)c2cc(-c3ccccc3)nc3ccccc23)s1
-0.88	1	0.3	65*	0.4	1.2	-6	63*	-4	COCCOC(=O)c1c(C)oc2ccc(NS(=O)(=O)c3ccccc3)cc12
0.2	1.1	0.6	42	0.5	1.1	nt	46	nt	CC(C)(C)C(=O)CC1(O)C(=O)N(Cc2ccc(Cl)cc2)c2ccccc21 (centres undefined)
0.34	1.1	1.1	-9	1	0.8	6	2	2	COc1ccc(C2NC(=O)CS2)cc1OC (centres undefined)
0.66	1.1	0.7	35	0.7	0.8	-6	30	-2	Cc1cc2n(n1)C(c1cccs1)Nc1ccccc1-2 (centres undefined)
1.1	nt	1	2	1.1	0.9	-6	-12	-4	COC(=O)CNC(=O)c1cccs1
0.33	nt	1	-4	1.1	1.3	-3	-7	-2	CCNc1nc(N)nc(Oc2ccc(C(=O)OC)cc2)n1
0.4	1.1	0.6	42	0.5	1.5	10	51*	-4	CCCc1nc2c(o1)CC(CC(C)SCC)CC2=O (centres undefined)
-0.06	nt	0.9	13	0.8	0.9	-27	15	-4	CC(=O)Nc1ccc(OCC(=O)NC(C)C(C)C)cc1 (centres undefined)
-2	1.1	0.2	76*	0.6	0.9	-5	38	-4	CC1CCN(c2ncnc3c2cnn3Cc2ccc(Cl)cc2)CC1
1.5	nt	0.9	12	0.8	0.9	1	16	-2	O=C(OCc1nc2ccccc2s1)c1ccc(Br)s1
nt	1.1	0.9	12	1.1	1	-2	-13	2	N#Cc1c(NC(=O)c2cc(C3CC3)on2)sc2c1CCC2
-1	1	0.1	90*	0	1.5	-9	96*	4	COc1ccc(C)cc1S(=O)(=O)N1CCN(Cc2ccccc2)CC1
2.1	nt	1.2	-17	0.7	0.9	nt	33	nt	CCOC(=O)C1CN(S(=O)(=O)c2ccccc2)C1
0.42	1.1	0.9	11	1	1.8	10	-4	-2	Cc1cc(O)c(-c2cc(C(=O)NCc3ccc4c(c3)OCO4)[nH]n2)cc1C
-0.28	1.1	1	-3	1.2	1.3	6	-24	0	CCN1CCN(C(=O)CN(c2cc(OC)ccc2OC)S(C)(=O)=O)CC1
-0.08	1.2	0.6	39	0.2	1	-9	84*	-1	COc1ccc(S(=O)(=O)Nc2ccc3c(c2)COC3=O)cc1OC
-0.33	nt	1.1	-11	0.9	1.2	64*	15	-7	S=c1[nH]nc(-c2cc3c(s2)-c2ccccc2CC3)o1
nt	1.6	0.5	54*	1.1	1	33	-6	29	COc1ccc2nc(NC(=O)c3ccc4ncsc4c3)sc2c1
0.07	1.1	1	0	0.9	1.2	-3	10	1	COCCCNCCOc1cc(C(C)C)ccc1C
1.6	nt	0.5	46	0.8	1.1	16	19	10	C=CCn1c(SCC(=O)c2c(N)n(C)c(=O)n(C)c2=O)nc2sc(C)c(C)c2c1=O
0.27	1.1	0.9	9	1	1.2	-5	1	0	O=C(Cn1c(CC(=O)N2CCCC2)nc2ccccc21)NCc1ccccc1
0.01	1	0.8	15	1	1.3	7	2	-2	O=C(c1ccccn1)N(Cc1ccco1)C1(C(=O)NC2CCCCC2)CCCCC1
0.16	1.4	0.3	74*	0.1	0.9	-12	90*	-3	COc1ccc(C2C=C(c3ccccc3)Nc3nnnn32)cc1 (centres undefined)
0.06	1.2	1.1	-13	1.2	1.1	19	-15	-2	Cc1ccccc1S(=O)(=O)Cc1ccc(C(=O)NCCCN2CCN(C)CC2)o1
1.3	1.1	0.8	16	0.9	1	2	10	-1	Cc1ccc2c(c1)c1ncnc(N3CCN(c4ccccc4)CC3)c1n2C
0.14	nt	1.1	-5	0.8	0.9	-32	15	-2	CCOc1ccc(N2C(=O)CC(N3CCc4ccccc43)C2=O)cc1 (centres undefined)
-2.5	nt	0.7	26	0.8	0.9	19	19	0	Cc1ccc(COn2c(-c3ccc(Cl)cc3)nc3ccc([N+](=O)[O-])cc32)cc1
-0.2	nt	0.6	39	1.1	0.9	-13	-5	0	Cc1ccc(-c2nc(C#N)c(NCc3cccc4c3OCO4)o2)cc1
0.28	nt	0.8	20	0.9	0.8	-6	6	-2	CCCCC(=O)Nc1cccc(NC(=O)C(C)C)c1
nt	1.1	0.4	64*	0.7	1.5	-10	26	24	COc1ccc(N2Cc3cccc(C(=O)N4CCN(C(=O)c5ccco5)CC4)c3C2=O)cc1
-0.18	1.2	0.9	15	1	1	-1	0	-3	Cc1ccc(NC(=O)C2CCCN(S(=O)(=O)c3c(C)noc3/C=C/N(C)C)C2)cc1F (centres undefined)

An unsorted share of the library; overall some 31% were active at least once.
